Source: PubChem BioAssay (Broad Institute)
XiGFP reactiv: activators of X-chromosome reactivation in mouse fibroblasts | XiGFP mouse fibroblasts, % GFP-positive cells imaging, 3 d; cells co-treated with 5-aza-dC sensitizer; scaled so ellipticine positive control = 100% | activation, % at 7.58 µM | 360,000 tested, 0.055% active | AID 743238;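 active = mean normalized replicate activation at least 10% and every replicate at or above 10%; inconclusive = only one of the two criteria met; inactive = mean below 10% and not all replicates reach 10%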;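 also: 0% = median of on-plate neutral control wells and 100% = ellipticine 6 µM median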
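Assay system: SV40-immortalized XiGFP fibroblast cells, line 68-5-11; buffer or medium: DMEM plus 5-aza-dC sensitizer; compound: one concentration, pinned; timing: compounds 3 days, fix/stain 15 min at room temperature; benchmarks: positive control ellipticine, 6 µM final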
ERp5 inh: blocks human ERp5 reductase activity on insulin. Q15084. ERp5 insulin aggregation, absorbance 650 nm, 90 min. inhibition, % at 9.99 µM. 350,000 tested, 0.05% active. AID 651711;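 active = mean replicate inhibition above about 25%, with every replicate also reaching it, limit read from the data, passing the limit was not always enough; inconclusive = only one of those two criteria met; inactive = neither criterion met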
Target sequence (Q15084 whole entry, looked up): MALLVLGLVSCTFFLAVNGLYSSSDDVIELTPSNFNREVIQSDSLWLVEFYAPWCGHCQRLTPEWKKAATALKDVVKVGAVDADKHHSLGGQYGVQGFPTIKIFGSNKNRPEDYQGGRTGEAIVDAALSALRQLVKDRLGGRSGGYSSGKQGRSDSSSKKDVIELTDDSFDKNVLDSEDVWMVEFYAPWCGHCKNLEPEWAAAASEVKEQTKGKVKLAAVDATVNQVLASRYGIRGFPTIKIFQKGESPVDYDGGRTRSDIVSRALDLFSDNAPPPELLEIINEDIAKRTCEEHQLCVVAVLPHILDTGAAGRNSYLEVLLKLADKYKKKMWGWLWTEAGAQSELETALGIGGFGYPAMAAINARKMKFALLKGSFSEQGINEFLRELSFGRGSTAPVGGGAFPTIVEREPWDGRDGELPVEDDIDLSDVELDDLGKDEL
F508del corr: correctors of CFTR F508del function in bronchial epithelial cells; 350,000 tested, 0.36% active; activity (quench increase), % at 7.58 µM; AID 720511; CFBE cells, YFP halide quenching; stimulated with forskolin plus potentiator P3; % fluorescence drop versus neutral controls;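 active = mean added fluorescence quench of at least 8% versus neutral control, with both replicates also reaching 8%; inconclusive = only one of the mean or replicate conditions met; inactive = mean below 8% and not both replicates reaching 8%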;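 also: cells transiently co-express mutant CFTR-F508del with the halide-sensitive YFP; corrector assay measuring rescue of mutant channel to the surface after 24 h compound exposure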
EWS-Fli block: inhibitors of EWS/Fli oncoprotein transcriptional activity; inhibition, % at 12.6 µM; 350,000 tested, 0.67% active; A673 NR0B1-luciferase reporter, viability-normalised;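 active = mean inhibition of at least 50% after viability correction, with every replicate also passing that limit; inconclusive = mean reaches 50% but only one of two replicates passes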;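 also: firefly luciferase signal divided by Alamar Blue viability fluorescence both relative to DMSO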
INS-1E GSIS act: GLuc luminescence reporter in INS-1E cells, primary screen for activators of glucose-dependent secretion of insulin | INS-1E GLuc reporter insulin secretion, 2-3 h | activation, % at 16.6 µM | 370,000 tested, 0.61% active;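 active = lowest replicate activation of at least 40%, so every replicate reaches that level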;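 also: 0% = median of neutral control wells and 100% = median of IBMX positive control wells; some compounds called inactive have numbers as strong as hits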
ARNT-TACC3 inh: disruptors of human ARNT/TACC3 interaction. Q9Y6A5. AlphaScreen His-ARNT PAS-B/GST-TACC3 binding, luminescence; TACC3 fragment carries E629A point mutation. inhibition, % at 9.99 µM. 390,000 tested, 0.66% active. AID 623870;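 active = mean inhibition of replicates at least 50% and at least half of replicates each reaching 50%; inconclusive = half or more replicates reach 50% but mean below 50%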;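 also: 0% = complete ARNT plus TACC3 wells and 100% = ARNT alone without TACC3; many hits fall short of the cut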
PAX8 inh HTS: lowers PAX8-driven luciferase in RMG-I cells. RMG-I TPO-luciferase reporter, SteadyGlo, 24 h. inhibition, % at 12.6 µM. 360,000 tested, 1.2% active. AID 652154;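 active = mean replicate inhibition at least 60% with every replicate also reaching 60%; inconclusive = only one of the two criteria is met; inactive = mean below 60% and not all replicates reaching 60%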;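 also: luciferase light reporting Pax8 driven TPO promoter activity; plate controls were median of neutral control wells for no effect and mitoxantrone controls for full effect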
DENV2 CPE rescue: DENV2-induced cell death inhibition; DENV2-infected cells, cytopathic effect rescue, plate reader; 350,000 tested, 1.7% active; CPE inhibition, % at 9.99 µM; in the data active = CPE inhibition above about 20%, passing the limit was not always enough; inconclusive = no clear call, values can overlap the other calls; tested in BHK-21 cells;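 also: 0% = median of neutral control wells and 100% = median of positive control wells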
An asterisk follows results filed as active; u = inconclusive; x = not tested or not shown. Compounds were not picked by outcome; 4.2% or so of the library scored in one or more.

SMILES	XiGFP reactiv	ERp5 inh	F508del corr	EWS-Fli block	INS-1E GSIS act	ARNT-TACC3 inh	PAX8 inh HTS	DENV2 CPE rescue
COc1ccc2c(c1)C1=NN(/C(C)=C/C(C)=O)C(c3cccc(F)c3)C1CC2 (stereo not drawn)	0.5	3	-1.0	-2	12	x	25	-11
CC1CC(C)CN(C(=O)c2cccc(S(=O)(=O)Nc3cc(C(F)(F)F)ccc3Cl)c2)C1 (stereo not drawn)	0.0	-6	2.9	9	-18	x	-10	-4
CC(CN1CCN(C)CC1)OC(=O)c1cccc(Cl)c1 (stereo not drawn)	0.0	1	1.1	-3	19	-9	-28	3
Cc1ccc(S(=O)(=O)N(C(=O)c2ccncc2)c2ccc(OC(=O)c3ccncc3)cc2)c(C)c1	0.8	-2	x	13	1	-4	19	-5
CCN1[C@H](C(=O)NCC2CC2)[C@@H](CO)[C@@H]2Cn3c(ccc(-c4ccccc4)c3=O)[C@@H]21	0.6	-4	-0.9	0	-3	0	-6	1
C[C@@H]1CN([C@H](C)CO)C(=O)c2cc(NC(=O)NC3CCCCC3)ccc2O[C@@H](C)CCCCO[C@@H]1CN(C)CC1CCCCC1	-0.1	x	2.6	15	-14	-7	18	-6
COc1ccc(N(CC(=O)NCCSc2ccccn2)S(=O)(=O)c2ccccc2)c(OC)c1	0.2	2	0.5	1	-22	6	-6	-5
CCOC(=O)C1(CCOc2ccccc2)CCN(Cc2cccc3c2OCO3)CC1	0.0	0	-0.5	13	6	0	8	5
C[C@@H]1CN([C@@H](C)CO)C(=O)c2cccc(NC(=O)c3ccc(-c4nccs4)cc3)c2O[C@H]1CN(C)C(=O)Nc1ccc(C(F)(F)F)cc1	0.1	-4	-3.1	3	-17	-8	x	u
C[C@@H]1CN([C@H](C)CO)C(=O)Cc2cc(NC(=O)CCN3CCOCC3)ccc2O[C@@H]1CN(C)Cc1ccc(C(=O)O)cc1	0.3	x	2.0	0	5	-10	-14	-2
COCC(=O)N1[C@@H](C#N)[C@H](c2ccccc2-c2ccccc2F)[C@@H]1CO	0.8	0	-4.3	3	6	x	x	1
Cc1ccc(/C=N/NC(=O)Cc2cccn2C)s1	-0.1	x	x	x	25	0	-51	x
CC(C)(C)Cc1c(-c2ccc(Cl)cc2)nc2ccc(Br)cn12	-0.2	2	0.8	-31	-15	x	-22	5
CCOc1cc(NC(=S)NCCOC)c(OCC)cc1NC(=O)c1cccs1	0.1	5	0.6	2	-12	x	13	-2
CC(=O)c1c(O)cc(C(C)C)n(-c2ccccc2)c1=O	-0.1	x	x	x	-12	1	9	x
CSc1ccccc1NC(=S)NC1CCCC1	-0.1	1	1.7	x	14	1	-23	18
COCCn1c(SCC(=O)NC(=O)NC2CCCCC2)nc2ccccc2c1=O	0.0	0	3.3	13	-10	x	16	12
CCN(CC)CCC/C(=N\O)C(O)(c1ccccc1)c1ccccc1	0.1	2	-1.6	-3	-14	1	-7	2
COc1ccc(S(=O)(=O)N2CCCCC2c2cc(C(=O)NCc3ccc(F)cc3)no2)cc1 (stereo not drawn)	0.0	0	-0.7	15	-20	x	0	-3
CCn1c(SCC(=O)OC(C)C)nnc1-c1ccccc1OC	0.2	-10	0.9	6	-8	-3	19	4
COCCN1C[C@@H](CO)O[C@@H](n2cnc3c(NCCO)ncnc32)C1	-0.2	2	-1.5	-11	3	x	-42	-3
C[C@H]1CN([C@@H](C)CO)S(=O)(=O)c2ccc(-c3cccc(C(=O)N(C)C)c3)cc2O[C@@H]1CN(C)C(=O)Cc1ccccn1	-0.2	-1	3.1	-5	-5	-2	x	-8
Cc1ccc(Cc2c(-c3ccc(Cl)cc3)nc3ccc(Cl)cn23)cc1	-0.1	-6	2.8	-65	4	x	-55	-2
COc1cccc(NC(=O)Nc2ccc3c(c2)CCC3)c1	2.0	-9	-0.3	x	-1	3	-169	17
Cn1c(NCCO)nc2c(c1=O)C1(CCCCC1)Cc1ccccc1-2	0.0	-3	-4.2	4	-32	-7	-12	2
(listing goes on)
SMILES	XiGFP reactiv	ERp5 inh	F508del corr	EWS-Fli block	INS-1E GSIS act	ARNT-TACC3 inh	PAX8 inh HTS	DENV2 CPE rescue
O=C(NCc1nc(-c2ccccc2)cs1)c1ccccc1	0.6	5	-2.7	-31	x	-4	-72	0
O=C(c1cccnc1)N1CC(=O)N2[C@@H](CO)[C@@H](c3ccc(-c4ccc(F)cc4)cc3)[C@@H]2C1	0.0	4	-1.3	5	-5	x	17	3
O=C(C[C@@H]1CC[C@@H](NC(=O)c2ccc3c(c2)OCO3)[C@@H](CO)O1)NCc1ccc(Oc2ccccc2)cc1	-0.1	-1	-0.8	x	-22	-5	x	0
CCC(=O)Nc1ccc2c(c1)OC[C@@H](C)N(C(=O)C1CC1)C[C@@H](C)[C@H](OC)CN(C)C2=O	-0.3	3	-1.4	-5	-3	-1	x	-2
CC(C)NC(=O)Cn1cc(C(=O)COc2ccccc2)c2ccccc21	0.0	-3	-0.4	2	-8	5	11	-2
CCN1CCN(C(=O)c2cc3ccc(OC)cc3[nH]2)CC1	0.0	1	-4.0	-30	3	-3	-101	-4
C[C@H](CO)N1C[C@H](C)[C@H](CN(C)C(=O)c2ccccc2F)Oc2cc(-c3ccccc3)ccc2S1(=O)=O	-1.1	x	0.5	1	-19	x	x	x
COc1ccccc1NC(=O)CON=C(N)CC(=O)NC1CCCCC1	0.3	2	0.6	6	1	-5	10	-13
COc1ccc(N2CCN(S(=O)(=O)c3ccc(OC)c(C(=O)N4CCCCC4)c3)CC2)cc1	0.1	2	-0.9	-1	-10	2	-4	-1
Cc1cc(C)nc(N/N=C/c2c(C)oc3ccccc23)n1	0.0	-1	0.0	-18	-9	8	-13	-6
CC(=O)c1sc(-c2ccccc2)cc1NS(=O)(=O)c1ccc(C)cc1	0.0	-2	-0.5	5	8	-3	4	-3
O=[N+]([O-])c1ccc(CNC2CCCc3ccccc32)cc1 (stereo not drawn)	0.0	5	-0.8	-2	-9	-2	-4	18
COCC#Cc1ccc2c(c1)O[C@H](CN(C)S(=O)(=O)c1cccc(F)c1)[C@H](C)CN([C@H](C)CO)S2(=O)=O	0.0	-5	-1.0	-1	-19	1	x	11
COc1ccc(CN(CC(=O)NCCc2ccccc2)C(=O)CCC(=O)Nc2ccccn2)cc1	0.2	-3	-2.4	3	-5	0	-2	9
C[C@H](NC(=O)[C@@H]1[C@@H](CO)[C@@H]2Cn3c(ccc(-c4ccccc4F)c3=O)[C@H]1N2)c1ccccc1	0.1	1	-3.1	2	13	11	14	-6
O=C(NCC(=O)N1CCOCC1)OCc1ccccc1	0.0	1	-0.8	-5	-6	-11	-10	u
COC(=O)C1=[N+]([O-])OC(C(=O)OC)C1c1c[nH]c2ccccc12 (stereo not drawn)	x	-8	-1.9	24	-5	-10	x	-2
CC(=O)Nc1ccc(S(=O)(=O)N(C)CC(=O)Nc2nc3ccccc3[nH]2)cc1	0.0	-7	0.7	-6	0	2	-5	-8
COc1cc(C#Cc2c(-c3cncn3C)n(C)c3ccc(-c4ccc5[nH]ccc5c4)cc23)cc(OC)c1	0.0	1	4.6	-23	-1	x	16	8
CCOc1ccc(-n2c(SCC(=O)Nc3cc(C(=O)O)ccc3Cl)nc3ccccc3c2=O)cc1	0.0	-1	3.6	9	-16	4	27	-4
CCOc1ccc(N2CC(C(=O)N3CCCCC3)CC2=O)cc1 (stereo not drawn)	0.2	1	-2.0	5	14	-1	12	1
CCN(CC(=O)Nc1c(F)cccc1F)C(=O)CNC(=O)c1ccc2ccccc2c1	0.0	-2	2.0	-5	x	-6	1	-3
Cc1ccc(S(=O)(=O)N2CCOCC2)cc1C(=O)NCc1cccnc1	x	0	-1.7	5	-3	-20	x	-2
COc1ccc(NC(=O)COC(=O)Cc2cccs2)cc1Cl	0.2	2	0.8	12	-5	x	11	-5
CC(=O)Oc1ccc2occ(C(=O)c3ccccc3)c2c1	-0.2	-2	-6.4	-74	9	x	-189	u
Continuation:
SMILES	XiGFP reactiv	ERp5 inh	F508del corr	EWS-Fli block	INS-1E GSIS act	ARNT-TACC3 inh	PAX8 inh HTS	DENV2 CPE rescue
COc1ccc(CSc2ncn[nH]2)cc1[N+](=O)[O-]	-0.1	x	x	x	61*	3	1	x
CCN(CC)C(=O)CSc1nc2cc3c(cc2c(=O)n1CCCC(=O)NCCc1ccc(OC)c(OC)c1)OCO3	2.6	9	3.2	8	-6	-12	3	-5
O=C(/C=C/c1ccc(Cl)c(Cl)c1)NC1=NCCS1	0.2	-5	0.6	-101	x	-2	7	-3
O=C(NNC(=O)C1CCN(S(=O)(=O)c2ccc(Cl)cc2)CC1)c1ccc(S(=O)(=O)N2CCCCC2)cc1	0.0	1	x	x	1	-10	-3	7
Oc1[nH]c2ccccc2c1N=Nc1nc(Nc2ccccc2)nc(N2CCOCC2)n1	-0.1	-1	-7.5	25	10	-5	u	-7
C[C@@H]1CCCCO[C@H](CN(C)C(=O)Cc2ccccc2)[C@@H](C)CN([C@@H](C)CO)C(=O)c2cc(NC(=O)c3ccncc3)ccc2O1	0.3	0	-2.6	-11	-9	-4	12	-7
COc1ccc(N(CC(=O)NCc2ccc(C)cc2)S(=O)(=O)c2c(C)[nH]c(=O)[nH]c2=O)cc1	0.0	2	-4.0	x	18	1	-11	0
O=C(NCc1ccccc1)c1c[nH]c2ccc(F)cc2c1=O	0.0	4	2.9	-15	-8	-4	26	-5
Cc1cccc(OCC(=O)N(Cc2ccco2)C2CCS(=O)(=O)C2)c1C (stereo not drawn)	1.3	4	-2.2	-4	x	2	-2	9
COc1ccc2c3c(n(C)c2c1)[C@H](CO)N(C(=O)Nc1ccccc1F)CC31CCN(C(=O)c2ccccc2F)CC1	0.3	1	5.6	17	6	x	x	-12
O=C(NC(=S)N1CCN(C/C=C/c2ccccc2)CC1)c1c(F)cccc1F	0.1	0	-2.8	-7	x	-2	5	u
Nc1ccc2c(c1)OCCOCCOCCOCCOCCO2	1.5	5	-1.1	-1	2	15	4	-1
CO[C@@H]1CN(C)C(=O)c2ccc(NS(=O)(=O)c3cn(C)cn3)cc2OC[C@H](C)NC[C@@H]1C	0.4	16	2.5	9	10	x	2	10
O=C(OCCO)c1c(-c2ccccc2)oc2c1C(OCCO)CCC2 (stereo not drawn)	-0.1	-1	-1.3	-10	9	x	-9	1
CN1C(=O)c2cc(NC(=O)c3cccs3)ccc2OC[C@@H]2O[C@@H](CC(=O)NCC(F)(F)F)CC[C@H]21	0.1	3	-0.2	-3	1	-8	9	18
Cc1cccc(C)c1-n1nnnc1C1(C)CCC(=O)N1CCCn1ccnc1 (stereo not drawn)	0.0	-1	-1.2	0	7	x	-2	6
CCCn1c(C(CO)Nc2nc(-c3cccc(Br)c3)cs2)nc2ccccc21 (stereo not drawn)	0.0	-7	-5.4	-1	x	-4	6	x
O=C(NC1CCCCC1)C(c1ccco1)N(C(=O)c1csnn1)c1cccc(Cl)c1 (stereo not drawn)	0.3	3	-0.8	3	-9	x	10	0
CO[C@@H]1CN(C)C(=O)c2ccc(NC(=O)C3CCC3)cc2OC[C@H](C)N(Cc2nccs2)C[C@H]1C	0.0	1	0.3	-2	-9	-14	3	27*
